KKLEB tox: counter-screen for CF NF-kB inhibitors: cytotoxicity. 360,000 compounds, 0.36% hits. KKLEB CF airway cells viability, ATPlite luminescence, overnight; hits give low values; cells stimulated with P. aeruginosa culture filtrate. activity change (cytotoxicity), % at 5 µM;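 active = corrected activity change at or below -50% at 5 µM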
C8 TRAIL sens: caspase-8 TRAIL sensitization | inhibition (viability loss, TRAIL sensitization), % at 10 µM | 360,000 compounds, 1% hits | NB7+C8 cells + TRAIL, ATPlite viability luminescence;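 active = compounds causing at least 50% loss of cell viability in the single-dose screen, relative to plate controls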
COUP-TFII inh: inhibitors of human COUP-TFII (NR2F2). P24468. HEK293T NGFI-A luciferase reporter, luminescence. inhibition, % at 8.6 µM. 370,000 compounds, 0.7% hits;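 active = inhibition above a per-plate cutoff, mean inhibition of test wells between control levels plus 3 SD, cut at about 38% in these data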;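 also: cells cotransfected with COUP-TFII expression vector driving the NGFI-A reporter; 0% = median of COUP-TF2 test wells and 100% = reporter-only cells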
TWEAK-Fn14 inh: blocks TWEAK-Fn14 interaction in a reporter cell assay. TWEAK-stimulated Fn14 reporter cells, luciferase luminescence, 8 h. inhibition, % at 10 µM. 360,000 compounds, 2% hits; in the data active = inhibition above about 50%
Shn3 3UTR inh: reduces Shn3 3'UTR luciferase signal in osteoblasts. Clone20 osteoblast Shn3 3'UTR firefly luciferase, 24 h. inhibition, % at 12.5 µM. 360,000 compounds, 0.52% hits. AID 588674;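 active = mean inhibition of at least 75% with every replicate also reaching 75%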;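 also: 0% = median of neutral control wells and 100% = pilot-screen positive control compound; some compounds past the cut are filed as inactive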
EBV LMP1 NFkB: inhibitors of Epstein-Barr LMP1-induced NF-kappaB reporter | LMP1-induced NF-kappaB luciferase reporter cells, luminescence | inhibition, % at 12.5 µM | 350,000 compounds, 0.69% hits | AID 504558; in the data active = inhibition above about 41%;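 also: 0% = neutral control wells and 100% = reference inhibitor control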
LRH-1 inv ag: suppresses constitutive activity of human LRH-1; AID 602396; O00482; inhibition, % at 3.6 µM; 360,000 compounds, 0.13% hits; HEK293T StAR-luciferase reporter, LRH-1 transfected, 24 h;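 active = inhibition above the mean inhibition of all tested compounds plus 3 SD, cut at about 73% in these data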;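 also: 0% = DMSO wells and 100% = reporter-only cells lacking LRH-1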
TROY signal inh: blocks TROY-dependent signaling in reporter cells | Q293 LMP1-TROYcd NF-kB luciferase reporter, 4 h | inhibition, % at 10 µM | 360,000 compounds, 0.98% hits;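 active = compounds whose plate-normalised and pattern-corrected inhibition of the luciferase reporter signal at the single screening dose is 50% or more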
CF NFkB block: inhibitors of cystic fibrosis induced NF-kB; inhibition, % at 5 µM; 360,000 compounds, 0.86% hits; KKLEB NF-kB-GFP reporter, PAF-induced, GFP fluorescence overnight;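 active = at least 50% inhibition at 5 µM, scaled per plate between neutral and stimulator controls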;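 also: PAF is a Pseudomonas aeruginosa culture filtrate used as stimulus; plate controls were PAF-stimulated DMSO wells for no effect and unstimulated DMSO wells for full effect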
SRC3 inh: human NCOA3 inhibition; AID 588352; 360,000 compounds, 0.17% hits; inhibition, % at 3.6 µM; HEK293 GAL4-SRC3 luciferase reporter, luminescence;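 active = inhibition above a per-campaign cutoff, the mean of all compounds plus 3 SD, cut at about 60% in these data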;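 also: 0% = DMSO-treated cells and 100% = gossypol-treated cells at 36 µM; higher means less SRC3-driven luciferase light from the GAL4 reporter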
SRC1 inh: inhibits human SRC1 coactivator; 360,000 compounds, 0.12% hits; inhibition, % at 3.6 µM; Q15788; HEK293 GAL4-SRC1 luciferase reporter, luminescence;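 active = inhibition above the campaign mean plus 3 SD, with each screening campaign given its own cutoff, cut at about 60% in these data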;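 also: 0% = DMSO treated cells and 100% = gossypol at 36 µM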
Target sequence (Q15788 whole entry, looked up, the tested form may be a part): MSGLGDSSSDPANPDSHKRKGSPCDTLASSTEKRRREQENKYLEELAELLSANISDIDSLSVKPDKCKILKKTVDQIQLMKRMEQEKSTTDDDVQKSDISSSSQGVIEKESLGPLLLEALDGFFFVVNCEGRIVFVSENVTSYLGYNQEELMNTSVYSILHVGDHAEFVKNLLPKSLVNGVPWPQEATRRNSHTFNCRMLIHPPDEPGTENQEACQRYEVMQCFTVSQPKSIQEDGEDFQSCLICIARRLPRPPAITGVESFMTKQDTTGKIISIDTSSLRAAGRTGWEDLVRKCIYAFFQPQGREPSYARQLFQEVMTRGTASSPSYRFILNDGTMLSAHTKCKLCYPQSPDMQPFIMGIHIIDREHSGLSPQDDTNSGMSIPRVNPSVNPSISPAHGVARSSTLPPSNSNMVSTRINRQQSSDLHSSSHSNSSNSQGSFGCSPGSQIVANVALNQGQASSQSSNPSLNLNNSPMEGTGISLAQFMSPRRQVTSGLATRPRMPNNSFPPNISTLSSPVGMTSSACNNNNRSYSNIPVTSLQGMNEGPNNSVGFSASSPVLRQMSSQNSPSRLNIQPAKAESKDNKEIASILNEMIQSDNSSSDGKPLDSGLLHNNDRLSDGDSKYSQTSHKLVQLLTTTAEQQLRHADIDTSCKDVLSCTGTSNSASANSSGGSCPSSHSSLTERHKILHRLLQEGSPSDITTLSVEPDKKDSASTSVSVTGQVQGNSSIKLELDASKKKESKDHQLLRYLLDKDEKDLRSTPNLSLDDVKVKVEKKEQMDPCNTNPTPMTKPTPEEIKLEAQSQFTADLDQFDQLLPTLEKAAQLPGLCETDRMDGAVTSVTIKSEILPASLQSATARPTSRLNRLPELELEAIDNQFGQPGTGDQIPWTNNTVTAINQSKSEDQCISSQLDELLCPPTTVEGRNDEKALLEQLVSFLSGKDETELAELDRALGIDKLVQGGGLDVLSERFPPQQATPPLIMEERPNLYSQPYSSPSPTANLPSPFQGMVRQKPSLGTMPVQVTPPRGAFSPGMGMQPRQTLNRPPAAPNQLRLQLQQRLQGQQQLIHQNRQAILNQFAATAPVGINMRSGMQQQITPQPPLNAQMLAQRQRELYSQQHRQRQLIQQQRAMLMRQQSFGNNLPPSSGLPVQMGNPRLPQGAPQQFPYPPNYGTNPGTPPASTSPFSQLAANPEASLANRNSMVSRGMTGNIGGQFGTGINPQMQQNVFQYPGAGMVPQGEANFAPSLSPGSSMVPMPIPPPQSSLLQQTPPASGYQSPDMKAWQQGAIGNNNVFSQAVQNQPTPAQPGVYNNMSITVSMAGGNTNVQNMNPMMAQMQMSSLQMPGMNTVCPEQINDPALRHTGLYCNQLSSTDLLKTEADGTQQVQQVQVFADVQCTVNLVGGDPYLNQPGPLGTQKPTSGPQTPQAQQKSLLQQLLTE
Active calls of the source: *; · = not tested or not shown.

SMILES	KKLEB tox	C8 TRAIL sens	COUP-TFII inh	TWEAK-Fn14 inh	Shn3 3UTR inh	EBV LMP1 NFkB	LRH-1 inv ag	TROY signal inh	CF NFkB block	SRC3 inh	SRC1 inh
NC(=O)NC(=O)CSc1nnc(-c2ccc(Cl)cc2)n1CC1CCCO1 (stereo not drawn)	-3	2	-20	13	-4	-6	-2	-4	21	7	11
CCc1ccc(NC(=O)CCC(=O)Nc2nnc(C(F)(F)F)s2)cc1	3	2	-1	-25	-22	4	21	10	-7	-2	12
O=C1/C(=C/c2ccccc2Cl)SC(=S)N1CCCC(=O)N(CCO)c1ccccc1	2	24	21	60*	59	14	25	63*	13	17	5
CC(=O)N1CCN(C(=O)c2ccc(Cl)c(S(=O)(=O)N3CCc4ccccc43)c2)CC1	-17	12	-5	-18	-3	1	9	-17	12	26	-3
COc1ccccc1C(=O)N/N=C(\C)CC(=O)Nc1ccc2c(c1)OCCO2	-10	-15	-30	-15	-1	-4	-35	-15	16	-26	4
CC(C)C(=O)Nc1ccc(C(=O)N2CCCCCC2)cc1	3	-8	-11	-20	-11	0	-21	-6	11	2	1
COc1ccc(CCC(C)Nc2ccccc2F)cc1 (stereo not drawn)	8	3	7	8	4	-3	-6	-6	-25	4	-2
CC(C)(C)c1ccc(O)c(/C=N\O)c1	3	72*	-25	-8	-25	-1	-18	-42	-2	-7	-23
COc1ccc(N(CN2C(=O)c3ccccc3C2=O)C(=O)COc2ccc(Cl)cc2Cl)cc1	10	-2	8	-9	7	2	1	0	-3	1	5
CCN(C(=O)CCc1nnc2ccc(N3CCC4(CC3)OCCO4)nn12)c1ccccc1	-2	-18	-3	17	5	-6	14	0	6	3	17
CCN(C(=O)CSc1nc2cc(S(=O)(=O)N(CC)CC)ccc2o1)C1CCS(=O)(=O)C1 (stereo not drawn)	-9	-10	-16	2	3	-1	-2	15	21	-16	-25
CSCc1ccc(C(=O)NCc2ccc(F)cc2)cc1	1	8	-5	-7	-1	-24	6	-25	-19	-3	-13
Cc1ccccc1CN1C(=O)c2ccccc2Sc2ccc(C(=O)NCCN3CCOCC3)cc21	-6	10	-1	9	15	9	4	-7	-34	9	15
COC(=O)c1ccc(COn2nnc3ccccc32)cc1	15	5	-44	7	-2	-12	-106	3	-6	-113	-127
O=C(c1ccc(C(F)(F)F)cc1)C1CCCN(C(=O)CCn2cncn2)C1 (stereo not drawn)	-1	-8	-1	-26	-16	0	19	-38	-4	2	3
CC(=O)NCCC(=O)Nc1cc(F)ccc1C	4	-8	-6	-1	-26	-6	-16	-9	-10	-1	-1
COc1ccc(OC)c(NC(=O)COC(=O)c2nc(Cl)ccc2Cl)c1	5	-2	8	6	-1	-1	5	-8	-2	-15	-11
CC(C)(C)NC(=O)CSc1ccc(S(=O)(=O)N2CCOCC2)cn1	-6	-8	14	-11	-4	4	-5	-9	8	12	-2
O=C(O)C1C2CCC(O2)C1C(=O)Nc1ccc(Br)cc1F (stereo not drawn)	5	-22	-11	6	-28	-1	-20	-18	-8	-5	-6
O=C(OCC(=O)c1ccc(Cl)s1)c1cnccn1	2	-13	5	8	-20	0	2	-3	9	-4	-4
COc1ccc(C(C)(O)c2nc(-c3ccccc3OC)cs2)cc1 (stereo not drawn)	-18	16	1	12	-12	·	5	-12	21	8	4
CCCCN(C(=O)c1nn(C)c(=O)c2ccccc12)c1c(N)n(CC(C)C)c(=O)[nH]c1=O	19	-12	-17	0	0	-1	-7	-9	0	6	-11
COc1cc(NS(=O)(=O)c2cn(C)cn2)cc(OC)c1OC	3	3	0	-2	-7	-2	-4	8	-1	-14	11
CCOC(=O)Cn1c(=O)oc2cc(S(=O)(=O)N3CCCC(C(=O)OCC)C3)ccc21 (stereo not drawn)	-21	0	6	2	0	-7	7	12	22	-12	3
COc1ccc(S(=O)(=O)N2CCOCC2)cc1NC(=O)CN1CCC(Cc2ccccc2)CC1	4	14	-7	25	27	13	-30	48	-8	-1	-7
COC(=O)CC1COc2ccccc2N1C(=O)c1ccc(C(C)(C)C)cc1 (stereo not drawn)	-10	0	8	-5	46	-32	-7	-38	10	1	-8
Cc1cccc(N2CCN(C(=O)c3cc4ccccc4oc3=O)CC2)c1C	0	6	-5	-15	-33	-15	-10	-61	14	-7	8
COc1ccccc1NS(=O)(=O)c1cc(NC(=O)c2sc3cc(Cl)ccc3c2Cl)ccc1C	-30	3	-15	-24	9	5	6	-10	39	1	4
O=C(COC(=O)CCC(=O)c1ccccc1)NNC(=O)c1ccc(Cl)cc1	-11	1	-9	10	-5	5	1	5	-10	10	-21
O=[N+]([O-])c1cccc(CSc2nc3ccccc3[nH]2)c1	7	-3	0	-10	-30	-8	-23	-60	-15	-40	-22
O=C1OCC/C1=C\c1ccc2c(c1)OCO2	2	-10	12	-16	6	-4	2	-27	0	13	0
COc1cccc2c1cc1c(=O)n(CC(=O)N3CCCCCC3)nc(C)n12	17	12	-8	-2	-1	9	-6	-4	-51	-2	2
CCS(=O)(=O)c1ccc2c(c1)N(S(=O)(=O)c1ccc(Cl)cc1)CC(C(=O)O)O2 (stereo not drawn)	-4	-3	-16	5	-2	2	0	-10	-1	5	15
Cc1ccc(S(=O)(=O)c2cc3ccccc3oc2=O)cc1	-9	6	-2	14	-22	4	-47	-9	8	7	-33
CN(C)CCOC(=O)/C(=C/c1cn(C)c2ccccc12)NC(=O)c1ccccc1	1	1	-7	2	3	-7	21	17	-5	-2	-4
CCOc1ccc(-n2ccnc2)nn1	8	-7	2	-12	-10	-5	5	14	-3	14	6
O=C(O)CNS(=O)(=O)c1c(Cl)cccc1Cl	4	-7	3	-4	-34	-6	-4	-14	-4	17	-3
O=C(NNC(=O)C1CCCCC1)c1ccncc1	8	-17	4	3	6	11	-3	0	-1	4	-1
C=CCNC(=O)c1cc(-c2ccc3c(c2)OCO3)on1	4	51*	-33	48	-41	-3	-77	5	-28	-79	-110
Cc1ccc(NC(=O)CN(c2cc(C)cc(C)c2)S(=O)(=O)c2c(C)noc2C)nc1	1	-2	0	-2	-2	-1	26	-14	-8	5	15
Fc1ccc(-c2cnc3n2CCCCC3)cc1	8	2	28	-11	19	-7	14	12	3	22	7
Nc1ccc(S(=O)(=O)NCc2ccccn2)cc1	8	13	-3	-1	-13	4	-8	-7	-3	-28	-27
O=C(c1cccs1)N1CCN(c2ncccn2)CC1	-10	-1	-5	7	13	-12	6	-17	-9	-2	-5
CCCCC(CC)C(=O)Nc1ccc(Nc2ccccc2)cc1 (stereo not drawn)	-9	-17	-14	7	-4	5	4	-4	2	15	-11
Cn1c(-c2ccc(F)cc2)cnc1SCC(=O)NNC(=O)Cc1ccccc1	-2	3	6	-2	-3	-3	-4	-1	-7	-2	-9
Cc1cc2c(NC(=O)Nc3ccc(C(C)(C)C)cc3)cccc2nn1	3	1	-15	6	16	10	-30	-10	-9	1	-12
COc1ccc(CNC(=O)Nc2nc(C(N)Cc3ccc(Cl)cc3)cs2)cc1 (stereo not drawn)	-12	39	8	5	16	·	18	10	19	-19	5
CC(=O)Nc1cccc(C(=O)N/N=C/c2ccccc2F)c1	-5	17	-54	33	-78	23	-119	-16	-2	-102	-100
Cc1cc(C)n(-c2nc3ccccc3c(=O)n2OCC(C)C)n1	1	11	5	2	5	-6	17	-3	12	-2	11
OC(c1cc(F)cc(Cl)c1)c1ncc(-c2ccccc2Cl)[nH]1 (stereo not drawn)	-5	4	-8	1	-7	·	1	10	-14	-2	-12
Cc1ccc(/C=N/NC(=O)CCSc2ccccc2)cc1	-4	3	13	8	1	8	-4	-16	-1	5	-29
CCCc1c(C(=O)N/N=C(\C)CCc2ccc(OC)cc2)nnn1-c1nonc1N	-23	-18	-10	-11	-5	-6	-1	-32	27	-12	-8
O=C(Nc1cc(S(=O)(=O)N2CCOCC2)ccc1N1CCCC1)c1cc(=O)[nH]c2ccccc12	-5	10	8	3	6	1	10	5	20	-5	6
Cc1csc(SCC(=O)Nc2oc(C)c3c(C)n[nH]c(=O)c23)n1	-10	3	12	0	-17	-3	18	16	-4	-5	-11
COc1cc(/C=N/N=C(\N)c2nonc2N)cc(OC)c1OC	-4	36	-15	-8	-1	0	-114	-61	9	-15	-83
CSc1ccc(/C=C/c2cc(=O)c3ccccc3[nH]2)cc1	8	26	-9	-8	-25	1	-6	-2	0	-11	-23
COc1ccc(C2CC(c3ccc(C)cc3)Nc3nc(N)nn32)cc1 (stereo not drawn)	-36	-13	-1	-9	-4	1	-18	-28	1	-18	-14
C(=N\N(c1ccccc1)c1ccccc1)/c1ccc(N2CCOCC2)s1	-5	12	-3	5	0	-13	6	14	3	20	-7
Cc1nn(-c2ccccc2)c(C)c1C(=O)N1CCN(S(=O)(=O)c2ccccc2)CC1	4	-19	0	10	-7	0	-8	3	4	8	-3
Cc1cc(N/N=C/c2cccc([N+](=O)[O-])c2)nc(-n2nc(C)cc2C)n1	12	11	8	1	18	2	-2	9	-14	18	13

The listing continues.
SMILES	KKLEB tox	C8 TRAIL sens	COUP-TFII inh	TWEAK-Fn14 inh	Shn3 3UTR inh	EBV LMP1 NFkB	LRH-1 inv ag	TROY signal inh	CF NFkB block	SRC3 inh	SRC1 inh
Cc1ccc(NC(=O)CSc2nc3ccccc3c(=O)n2CC2CCCO2)cc1 (stereo not drawn)	0	0	-2	-8	-4	-9	4	-6	-2	-1	-34
O=c1ccc2c(-c3ccccc3S(=O)(=O)O)c3ccc(O)c(O)c3oc-2c1O	-25	24	17	78*	-2	14	22	14	22	-35	13
O=C(CN(CCc1ccccc1)S(=O)(=O)c1ccc(Br)cc1)N/N=C/c1ccc2c(c1)OCO2	-46	-11	14	-22	-1	10	7	9	45	14	-6
C=CCN(Cc1cccc(OC)c1OC)C(=O)Oc1ccccc1	2	10	15	-6	2	3	-1	7	18	9	-4
CC1=C(C(=O)N2CCOCC2)C(c2c(C)cc(C)cc2C)NC(=S)N1 (stereo not drawn)	-3	-3	12	4	-1	-14	6	-20	15	15	-21
Cc1cccn2c(=O)c(C=O)c(Sc3ncccn3)nc12	-2	5	-1	23	-9	-9	1	6	32	-2	-19
COCCNC(=O)c1sc(=O)n(Cc2ccc(SC)cc2)c1C	7	16	14	-10	-49	·	-13	2	-28	4	6
C/C(Nc1cccc(F)c1)=C(/C#N)C(N)=O	-2	-3	5	12	-9	-7	-2	-7	7	18	1
COc1ccc(CCSc2nnc(C3CCCCC3)n2N)cc1	-5	-4	9	-6	6	-7	-3	1	4	13	4
CN(C)c1ccc(P(=O)(OC2CCCCC2)C(O)c2ccccn2)cc1 (stereo not drawn)	1	-24	-2	-1	-7	-2	11	-4	7	15	1

An excerpt from above in order of formula weight, high to low:
SMILES	KKLEB tox	C8 TRAIL sens	COUP-TFII inh	TWEAK-Fn14 inh	Shn3 3UTR inh	EBV LMP1 NFkB	LRH-1 inv ag	TROY signal inh	CF NFkB block	SRC3 inh	SRC1 inh
Cc1ccc(NC(=O)CSc2nc3ccccc3c(=O)n2CC2CCCO2)cc1 (stereo not drawn)	0	0	-2	-8	-4	-9	4	-6	-2	-1	-34
COc1ccc(CCSc2nnc(C3CCCCC3)n2N)cc1	-5	-4	9	-6	6	-7	-3	1	4	13	4
C/C(Nc1cccc(F)c1)=C(/C#N)C(N)=O	-2	-3	5	12	-9	-7	-2	-7	7	18	1

Source: PubChem (several laboratories)

A portion of the library, so the mix of outcomes need not match the whole.
